5HT1a antag – 5-HT1a (human) receptor antagonism; P08908; CHO 5-HT1a Ga15 NFAT-bla reporter, antagonist mode; inhibition, % at 10 µM; hit rate 0.68% among 62,000; AID 612;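 active means inhibition above the mean of all tested compounds plus 3 SD, cut at about 43% in these data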;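 further: receptor stimulated by 5-CT agonist at 100 nM near EC80; beta-lactamase reporter measured by ratiometric fluorescence of a cleavable substrate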
Target sequence (P08908 whole entry, looked up): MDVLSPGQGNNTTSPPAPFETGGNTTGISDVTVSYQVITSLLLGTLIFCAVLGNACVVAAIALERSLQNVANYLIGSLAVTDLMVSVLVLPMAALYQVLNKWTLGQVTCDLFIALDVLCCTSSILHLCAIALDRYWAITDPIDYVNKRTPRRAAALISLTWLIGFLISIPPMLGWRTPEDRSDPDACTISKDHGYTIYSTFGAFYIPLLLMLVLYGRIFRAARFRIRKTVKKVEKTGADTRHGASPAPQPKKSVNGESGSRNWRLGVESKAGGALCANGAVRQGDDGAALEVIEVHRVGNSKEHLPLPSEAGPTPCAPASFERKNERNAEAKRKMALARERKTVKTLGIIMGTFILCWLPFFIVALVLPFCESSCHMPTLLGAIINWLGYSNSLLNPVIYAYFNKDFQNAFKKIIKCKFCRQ
NADH coupling – inhibitors of enzymes used to reach an NAD/NADH endpoint. coupled PK/LDH NADH assays, four targets. IC50, µM (top dose mostly 10 µM), for the others: top-dose inhibition. hit rate 0.02% among 65,000. AID 774;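 active means single-dose screening hits from any of four coupled enzyme assays that gave an IC50 when retested across doses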;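 further: the DPM-DC format reads NADH fluorescence rather than 340 nm absorbance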
5HT1E ag – agonists of human 5-HT1E serotonin receptor; P28566; CHO 5-HT1E Ga15 NFAT-bla reporter, FRET; 0% DMSO wells, 100% control agonist wells; activation, % at 6 µM; hit rate 0.69% among 65,000; AID 574;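 active means activation above a set limit, the screen-wide mean activation plus 3 SD, cut at about 8.5% in these data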;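 further: 100% = positive control agonist at 1 µM giving full maximal response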
5HT1E antag – antagonists of human 5-HT1E serotonin receptor; CHO 5-HT1E Ga15 NFAT-bla reporter, FRET, antagonist; inhibition, % at 6 µM; hit rate 0.99% among 65,000; AID 571;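 active means inhibition above a set limit, the mean inhibition across every tested compound plus 3 SD, cut at about 29% in these data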;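 further: signal is the 460 over 535 nm emission ratio of beta-lactamase substrate; 0% = agonist plus DMSO wells and 100% = wells without agonist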
SF-1 act – activators of human nuclear receptor SF-1; CHO-K1 Gal4-SF-1 LBD luciferase reporter; % increase over DMSO SF-1-specific signal; activation, % at 10 µM; hit rate 1.9% among 65,000; AID 522;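 active means activation above the mean activation of all tested compounds plus 3 SD, cut at about 50% in these data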
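Test system: CHO-K1 cells co-transfected with Gal4 DBD–human SF-1 LBD, 5xGal4 luciferase reporter. Quantity: 4,000 cells per well. Compound: 10 µM only. Incubation: compound added 1 h post-seeding, 20 h exposure at 37 °C, 5% CO2. Detection: SteadyLite luciferase luminescence. Replication: one test per compound.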
tolC growth inh – E. coli tolC mutant growth inhibition | E. coli BW25113 tolC mutant growth, OD615 | growth inhibition, % at 10 µM (by protocol) | hit rate 2.2% among 65,000;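 active means growth inhibition at or above a cutoff equal to the mean over every tested compound plus 3 SD, cut at about 60% in these data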;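 further: growth measured after 20 h incubation at 37 °C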
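System: E. coli ΔtolC::kan strain BW25113; Buffer or medium: LB broth supplemented with 50 µg/mL kanamycin; Compound: 10 µM final, single dose; Incubation: bacterial growth with compound for 20 h at 37 °C; Signal: A615 absorbance measurement; Evaluation: growth inhibition in percent.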
RORA act – RORA (human) activation; hit rate 1.5% among 65,000; activation, % at 10 µM; CHO-K1 Gal4-RORA LBD luciferase reporter, luminescence; percent increase over mock-subtracted basal signal;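 active means activation above the mean of all tested compounds plus 3 SD, cut at about 49% in these data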;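 further: 0% = DMSO-treated RORA cells and 100% = added signal equal to DMSO minus mock-transfected cells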
Target sequence (P35398 whole entry, looked up, the tested form may be a part): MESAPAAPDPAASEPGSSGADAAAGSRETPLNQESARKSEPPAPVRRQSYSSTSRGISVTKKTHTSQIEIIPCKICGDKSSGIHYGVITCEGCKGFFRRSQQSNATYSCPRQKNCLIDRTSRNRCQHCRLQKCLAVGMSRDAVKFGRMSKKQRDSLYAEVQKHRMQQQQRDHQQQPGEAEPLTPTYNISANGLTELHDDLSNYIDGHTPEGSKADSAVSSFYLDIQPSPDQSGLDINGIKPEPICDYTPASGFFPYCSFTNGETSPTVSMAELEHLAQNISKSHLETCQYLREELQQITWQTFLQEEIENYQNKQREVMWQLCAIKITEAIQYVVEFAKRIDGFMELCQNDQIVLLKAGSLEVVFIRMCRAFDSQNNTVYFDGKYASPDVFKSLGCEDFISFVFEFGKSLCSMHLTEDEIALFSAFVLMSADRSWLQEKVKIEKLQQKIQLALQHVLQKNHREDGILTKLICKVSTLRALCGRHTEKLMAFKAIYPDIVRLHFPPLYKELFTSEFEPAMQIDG
HTR1A agonist – 5-HT1a (human) receptor agonism. P08908. hit rate 0.56% among 65,000. CHO 5-HT1a Ga15 NFAT-bla reporter, FRET ratio; 0% basal, 100% maximal reference agonist. activation, % at 10 µM. AID 567;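 active means activation above the screen-wide mean activation plus 3 SD, cut at about 19% in these data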;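 further: 0% = DMSO wells and 100% = 5-CT at EC100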
MMP13 inh – inhibitors of human MMP13; P45452; MMP-13 fTHP FRET cleavage, Mca fluorescence; inhibition, % at 4 µM; hit rate 0.07% among 65,000; AID 570;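 active means inhibition above the mean of compound-free control plate wells plus 3 SD, cut at about 14% in these data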;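 further: 0% = DMSO wells and 100% = wells with reference MMP-13 inhibitor after basal subtraction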
Starred values were filed as active, the others as inactive; . = not tested or not shown; [ ] = another dose, or the depositor's remark.

Sample of the layout:
1	Cc1csc(SCC(=O)Nc2ccccn2)n1
2	Cc1ccc(S(=O)(=O)N(Cc2ccccc2)Cc2ccco2)cc1
compound no.	1	2
5HT1a antag	-18	20
NADH coupling	4%	2%
5HT1E ag	-0.6	0.2
5HT1E antag	-13	19
SF-1 act	8	17
tolC growth inh	0	64*
RORA act	1	-2
HTR1A agonist	-0.3	-2.6
MMP13 inh	2	3

This part in full (from the top)
1	Cc1csc(SCC(=O)Nc2ccccn2)n1
2	Cc1ccc(S(=O)(=O)N(Cc2ccccc2)Cc2ccco2)cc1
3	COc1ccccc1CNC(=O)c1ccc(CNc2c(N3CCCC3)c(=O)c2=O)cc1
4	Cc1c(C(=O)N2CCOCC2)[nH]c2ccc(OCc3ccccc3)cc12
5	CC(C)(C)c1cc(NC(=O)COC(=O)C2CC2)n(-c2ccccc2)n1
6	CSCSC1=C(C#N)C(c2ccc(Cl)cc2)C(C(C)=O)=C(C)N1 (centres undefined)
7	COc1ccc(N2C(N)=C(C#N)C(c3cccnc3)C3=C2CC(C)(C)CC3=O)cc1 (centres undefined)
8	COc1ccc(NC(=O)CN2CCC(C(N)=O)CC2)cc1
9	CC(C)COC(=O)CCNc1n[nH]c(=O)[nH]c1=O
10	COCCn1c(SCC(=O)N2CCCc3ccccc32)nc2cccnc21
compound no.	1	2	3	4	5	6	7	8	9	10
5HT1a antag	-18	20	-11	6	6	18	10	5	.	4
NADH coupling	4%	2%	8%	6%	3%	4%	4%	10%	10%	5%
5HT1E ag	-0.6	0.2	0.2	-0.1	0.1	-0.3	0.2	-0.7	-0.3	-0.6
5HT1E antag	-13	19	6	9	5	18	3	-9	-3	4
SF-1 act	8	17	-8	-3	-13	-17	6	-14	10	-15
tolC growth inh	0	64*	-18	2	-4	96*	-17	-10	-3	-4
RORA act	1	-2	-5	-15	-1	-6	-9	5	12	-4
HTR1A agonist	-0.3	-2.6	0.2	0.7	-0.5	-0.5	-0.9	-1.6	2.5	0.6
MMP13 inh	2	3	4	-8	-1	-2	3	0	-5	3

11	CC(CN(C)Cc1ccccc1)OC(=O)c1ccc2c(c1)OCCO2 (centres undefined)
12	CC(=O)c1ccc(NC(=O)Cn2nc(C)cc2C)cc1
13	Cc1ccc(-c2nnn(CC(=O)N(c3cccc(O)c3)C(C(=O)NC(C)(C)C)c3cccs3)n2)o1 (centres undefined)
14	CCN1c2ccccc2-c2nc3ccccc3n2C1c1ccncc1 (centres undefined)
15	Cc1cc(=O)c2n(Cc3ccc(Cl)cc3)nc[n+]2[nH]1
16	CCCCCn1c(N)c(C#N)c2nc3ccccc3nc21
17	CCNCC(O)COCC(O)CNCC (centres undefined)
18	CCc1c(C(=O)NCc2cnn(C)c2)csc1C
19	CCN1CCN(c2c(Cl)cccc2NC(=O)c2ccc3c(c2)OCCO3)CC1
20	CCOC(=O)CSc1nc(N)c(C#N)c(-c2ccc(OC)cc2)c1C#N
compound no.	11	12	13	14	15	16	17	18	19	20
5HT1a antag	8	-12	-12	19	5	-29	-12	-1	15	.
NADH coupling	1%	7%	1%	6%	1%	7%[fluoresces]	2%	4%	3%	7%
5HT1E ag	-0.8	0.0	-1.1	0.2	-0.4	4.2	0.6	0.2	-0.7	-0.7
5HT1E antag	-6	-7	5	0	0	12	2	3	-7	4
SF-1 act	17	-11	3	11	-14	-1	-14	17	5	-1
tolC growth inh	-6	-24	2	-5	-17	19	-26	-9	0	11
RORA act	16	-15	1	-29	5	1	15	8	25	-5
HTR1A agonist	-1.2	-0.7	-0.3	-0.4	-1.9	9.7	-2.6	-1.8	-1.0	1.6
MMP13 inh	-2	1	-2	-34[fluorescence artefact?]	9	-326[fluorescence artefact?]	-9	2	2	-3

21	O=C(Cn1c(-c2ccco2)nc2ccccc21)N1CCCCC1
22	O=C(NCc1ccccc1)NC(=O)c1ccncc1
23	O=C1c2ccccc2C(=O)N1c1n[nH]c(CCc2ccccc2)n1
24	O=C(c1oc(=O)c2ccccc2c1-c1ccccc1)N1CCC(O)CC1
25	COc1ccccc1S(=O)(=O)Cc1ccc(C(=O)NCc2cccs2)o1
26	COc1cc(C)c(C(C)C)cc1S(=O)(=O)N1CCN(C)CC1
27	CC12CCC(=O)N1C(C(=O)O)Cc1c2[nH]c2ccccc12 (centres undefined)
28	CCCN1C(=O)c2ccc(C(=O)NC3CCCCC3)cc2C1=O
29	CCCCOC(=O)c1cccc(NC(=O)CCC(=O)O)c1
30	CN(C)CCNC(=O)c1ccc(COCC(F)(F)F)cc1
compound no.	21	22	23	24	25	26	27	28	29	30
5HT1a antag	14	-3	4	2	-2	8	8	-10	-22	-5
NADH coupling	8%	0%	3%	3%	4%	6%	5%	4%	4%	3%
5HT1E ag	0.3	0.0	-0.8	0.7	-0.3	0.3	0.0	1.0	-0.1	0.2
5HT1E antag	9	19	0	7	0	-3	2	-9	-7	-4
SF-1 act	14	-15	-2	-11	2	-14	7	9	1	4
tolC growth inh	-20	-14	-5	2	-8	-2	-16	-1	-28	-10
RORA act	1	3	-5	10	4	-2	11	-10	-26	1
HTR1A agonist	-2.2	-2.0	0.6	-0.7	-0.8	0.7	-3.5	-0.9	-0.2	0.5
MMP13 inh	-20	1	2	7	-3	2	-1	1	-4	4

Single records, from the list above.
COc1ccccc1S(=O)(=O)Cc1ccc(C(=O)NCc2cccs2)o1 as listed: 5HT1a antag: -2; NADH coupling: 4%; 5HT1E ag: -0.3; 5HT1E antag: 0; SF-1 act: 2; tolC growth inh: -8; RORA act: 4; HTR1A agonist: -0.8; MMP13 inh: -3
CC12CCC(=O)N1C(C(=O)O)Cc1c2[nH]c2ccccc12 (centres undefined) as listed: 5HT1a antag: 8; NADH coupling: 5%; 5HT1E ag: 0.0; 5HT1E antag: 2; SF-1 act: 7; tolC growth inh: -16; RORA act: 11; HTR1A agonist: -3.5; MMP13 inh: -1

The list continues:
31	CC(C)COC(=O)Cn1cnc2ccc(Br)cc2c1=O
32	Cn1c(=O)cc(-c2ccccc2)c2ccccc21
33	COc1ccc2c(CC(=O)N(C)CC3COc4ccccc4O3)coc2c1 (centres undefined)
34	Cc1cc(C)n(/N=C/c2c[nH]c3ccccc23)c(=O)c1
35	CCCc1cc(C(=O)N2CCN(c3ccccc3C)CC2)cs1
36	O=C(O)c1cc2sccc2s1
37	Nc1nc(-c2ccccc2)nc(-c2ccccc2O)n1
38	c1ccc(Cc2nnc3sc(-c4ccc5c(c4)OCO5)nn23)cc1
39	CC1(C)CC(=O)c2cnn(-c3nc4ccccc4[nH]3)c2C1
40	O=C(NCc1ccccc1)c1cc(=O)nc2sc(-c3ccccc3)nn12
compound no.	31	32	33	34	35	36	37	38	39	40
5HT1a antag	-21	8	11	10	-12	.	51*	6	-17	-11
NADH coupling	11%	6%	5%	4%	5%	2%	2%	5%[fluoresces]	1%	3%
5HT1E ag	0.5	-0.6	-0.7	0.3	-0.6	-0.4	-0.3	0.0	0.1	0.6
5HT1E antag	-11	7	-2	-7	-5	4	8	3	12	-4
SF-1 act	-14	-3	-22	-4	-8	7	26	20	-8	-1
tolC growth inh	-5	35	29	10	100*	11	10	0	5	-10
RORA act	9	-8	-3	12	-12	1	-1	-2	-1	-2
HTR1A agonist	-2.3	0.3	-3.2	-1.2	-0.5	0.1	-2.8	-3.1	-4.1	1.0
MMP13 inh	-2	-5	-6	-1	4	2	-5	-18	-4	-6

41	O=C(CSc1ccccn1)N1CCN(C(=O)CSc2ccccn2)CC1
42	CCOC(=O)N1CCC(NC(=O)C2CCC(Cn3c(=O)[nH]c4ccccc4c3=O)CC2)CC1 (centres undefined)
43	O=C(O)c1ccc2c(c1)nnn2C1CCCCC1
44	O=S(=O)(c1cc(Cl)ccc1Br)N1CCCCC1
45	O=C(O)C1CCN1C1CCCCC1 (centres undefined)
46	COC(=O)c1ccc(CSc2nnnn2C)o1
47	Cc1nnc(C)n1/N=C/c1cc(Br)ccc1O
48	CC(C)Sc1nc2c(c(=O)n(C)c(=O)n2C)n1C
49	CN1CCN(c2nc(Nc3cccc(C(F)(F)F)c3)nc(N3CCOCC3)n2)CC1
50	C=CCOC(=O)C1=C(C)N(C)C(=O)NC1c1cc2c(cc1Br)OCO2 (centres undefined)
compound no.	41	42	43	44	45	46	47	48	49	50
5HT1a antag	-2	-12	0	-2	-8	-15	7	-9	6	9
NADH coupling	0%	4%	6%	7%	7%	6%	7%	9%	8%	6%
5HT1E ag	-0.7	0.2	-0.5	1.3	-0.7	0.3	0.2	0.2	0.5	-0.5
5HT1E antag	1	-3	-8	7	-10	0	7	-3	-5	0
SF-1 act	6	1	14	-24	-11	-6	19	6	-22	0
tolC growth inh	-17	-10	-10	17	-10	-14	-10	-4	-3	20
RORA act	-10	-12	2	-20	-15	-2	-7	-22	9	-7
HTR1A agonist	-2.8	-2.5	0.8	-0.2	-3.4	-1.4	-1.5	-2.2	9.7	-1.6
MMP13 inh	8	-7	1	-1	-2	-4	4	1	8	1

Looked up above.
Value of no. 50 in SF-1 act: 0
Value of no. 42 in 5HT1a antag: -12

New compounds follow:
51	CCc1cccc(C)c1NC(=O)C1C2CCC(O2)C1C(=O)O (centres undefined)
52	COc1ccccc1NC(=O)C1C2CCCCC21 (centres undefined)
53	On1cnnc1-c1ccccc1
54	O=C(NCc1ccco1)c1ccccc1Nc1ccc(F)cc1
55	Cn1nnnc1SCc1ccc(C(=O)Nc2nccs2)cc1
56	CC1CC(C)CN(C(=O)C2CCCN(S(=O)(=O)c3cccc4nonc34)C2)C1 (centres undefined)
57	CC(C)c1nnc(NC(=O)CCC(=O)N2CCN(C3CCCCC3)CC2)s1
58	CCCN1C(=O)c2cc(C(=O)NC3CCCC3)ccc2C1O (centres undefined)
59	CCOc1ccc(NC(=O)N2CCN(CC)CC2)cc1
60	O=S(=O)(c1ccccc1)N1CCN(c2nnnn2-c2ccccc2)CC1
compound no.	51	52	53	54	55	56	57	58	59	60
5HT1a antag	-4	4	-10	40	3	3	-15	6	-7	-5
NADH coupling	3%	4%	1%	1%	8%	8%	6%	4%	5%	1%
5HT1E ag	0.0	-2.1	-0.3	-1.6	0.4	0.4	0.4	1.0	-0.5	-0.3
5HT1E antag	4	4	-2	29*	10	-3	1	1	0	4
SF-1 act	-7	-7	-24	-5	57*	-2	-7	-3	-9	-15
tolC growth inh	-1	9	-6	5	-8	-4	-17	-6	-19	5
RORA act	-10	-19	-22	-4	44	-7	-9	-4	-16	7
HTR1A agonist	-0.3	0.8	-0.2	-3.4	-1.9	0.6	0.8	0.4	-4.0	-1.9
MMP13 inh	1	4	2	3	2	-4	2	4	1	4

61	CCN=C1SCC(=O)N1c1ccc(OC)cc1
62	Cc1onc(-c2ccccc2)c1C(=O)Nc1nnc(N2CCCCCC2)s1
63	CCOC(=O)N1CCN(c2c(NCc3cccs3)c(=O)c2=O)CC1
64	Cc1ccccc1NC(=O)C1CCCN(S(=O)(=O)c2cnc[nH]2)C1 (centres undefined)
compound no.	61	62	63	64
5HT1a antag	21	0	2	14
NADH coupling	5%	1%	3%	3%
5HT1E ag	0.0	-0.2	0.8	-0.4
5HT1E antag	-2	2	-1	0
SF-1 act	-5	-2	21	2
tolC growth inh	0	22	-8	-6
RORA act	-27	-5	25	14
HTR1A agonist	-4.6	-0.6	1.7	-3.7
MMP13 inh	4	0	2	2

Not a hit list; any-hit rate near 7.2%.
